Screening results deposited in PubChem BioAssay by NCI.
NCI-60 one-dose screen, 48 h, at 10 µM unless noted. Numbers give growth in % (100 = growth as untreated, 0 = no growth, -100 = all killed).
MALME-3M: MALME-3M melanoma. 78,000 tested, 5.8% active
HOP-92: HOP-92 NSCLC cells. 71,000 tested, 6.3% active
A549/ATCC: A549/ATCC NSCLC; 81,000 tested, 3.7% active
EKVX: EKVX NSCLC. AID 1794765. 71,000 tested, 3% active
UACC-62: UACC-62 melanoma. 81,000 tested, 5.4% active. AID 1794756
HOP-62: HOP-62 NSCLC; 80,000 tested, 3.9% active; AID 1794735
M14: M14 melanoma; 80,000 tested, 6.2% active; AID 1794745
UACC-257: UACC-257 melanoma; 78,000 tested, 4.4% active; AID 1794764
Numbers without * were called inactive; · = no result given; & = joins results of further samples. The calls were made as follows: active = growth percent below 10; inactive = the rest. Outcome played no part in choosing rows; about 10% have a hit in one of these screens.

SMILES	MALME-3M	HOP-92	A549/ATCC	EKVX	UACC-62	HOP-62	M14	UACC-257
Nc1nc(-c2cc3c(cc2Cl)NC(=O)/C3=C/c2ccc(O)cc2)cs1	92	76	73	56	62	90	79	96
CC1=C(C(=O)Nc2ccccc2)C(c2cccc(Cl)c2Cl)n2c(nc3ccccc32)N1 (stereo not drawn)	71	41	33	46	47	89	49	61
FC(F)(F)C1=NN=C(c2ccc(Cl)cc2)/C1=C/c1ccco1	97	99	85	97	88	95	82	85
O=C(CCCCC(=O)OC(CCC1CCCO1)CCC1CCCO1)OC(CCC1CCCO1)CCC1CCCO1 (stereo not drawn)	97	95	68	109	93	94	100	65
N#Cc1c(-c2ccc(Cl)cc2)nc(SCC(=O)c2ccccc2)[nH]c1=O	93	90	102	103	92	87	97	102
Cc1nc2ccc(-c3cc(C(F)(F)F)cc(C(F)(F)F)c3)cc2c(=O)n1-c1ccccc1	114	63	78	86	87	75	101	95
CSc1nc(-c2cccc(N)c2)c(C#N)c(=O)n1C	94	101	100	96	97	94	104	98
CCOC(=O)c1c(Nc2ncnc3cc(OC)c(OC)cc23)sc2c1CCCCC2	106	96	105	99	95	97	108	106
COc1ccc(C(=O)Nc2ncc(Cc3ccccc3Cl)s2)cc1	57	·	24	42	36	39	16	67
O=C(CSc1nc2ccccc2c(=O)n1CCc1ccccn1)NNS(=O)(=O)c1ccc(Cl)cc1	117	70	101	·	95	83	111	124
C=CCOC(=O)C(=O)OCC=C	139	90	109	132	102	93	·	102
CC1(C)N=C(N)NC(Nc2ccccc2)=N1	99	·	105	99	96	96	96	104
O=CNc1c(Cl)cc2c(c1Cl)Cc1cc([N+](=O)[O-])ccc1-2	·	61	38	31	49	68	29	73
CCCCc1nc(Cl)c(C2CC(c3ccc4c(c3)OCO4)=NN2c2cc(Cl)cc(Cl)c2)[nH]1 (stereo not drawn)	97	93	89	87	79	75	94	91
Cc1ccc(S(=O)(=O)NNC(=O)/C(=C\c2ccc(Cl)cc2)c2nc3ccccc3s2)cc1	99	87	92	91	81	109	86	98
CCN(CC)c1nc2sc3cc(Cl)ccc3n2c(=N)c1C#N	600	·	87	51	79	93	75	80
COc1ccc2c(c1)c(-c1nnc(N)nc1-c1cn(C)c3ccc(Br)cc13)cn2C	86	·	90	84	66	75	84	96
Cc1ccc(-n2nc(C#N)c(N3CCCC3)n2)cc1	113	91	98	91	86	93	108	109
CC1(C)Cc2nnsc2C2=C1C(=O)CCS2	114	97	90	91	112	98	112	102
Cc1nc2cc(Nc3nc(Nc4ccc(F)cc4)nc(-c4ccccc4)n3)ccc2n1Cc1ccccc1	89	64	67	·	·	95	66	81
CNc1ccccc1C(=O)N/N=C/C=C/c1ccccc1	32	69	31	·	49	27	17	39
CCCCNC(=O)Oc1ccc(/C(=C(/C)Cc2ccc(OC)cc2)c2ccc(OCCN3CCCCCC3)cc2)cc1	100	53	68	77	79	86	91	94
CC(C)(O)CN(C(=O)c1ccccc1)C1CCCCC1	138	95	98	93	114	·	123	102
CC1CC(=O)C(C(C2=C(O)CC(C)CC2=O)c2ccccc2)=C(O)C1 (stereo not drawn)	114	112	95	105	92	110	100	104
O=C(CN1C(=O)/C(=C/c2ccccc2F)SC1=S)N1CCOCC1	52	·	95	96	76	119	79	90

Not a retest: entries from further up.
SMILES	MALME-3M	HOP-92	A549/ATCC	EKVX	UACC-62	HOP-62	M14	UACC-257
Nc1nc(-c2cc3c(cc2Cl)NC(=O)/C3=C/c2ccc(O)cc2)cs1	92	76	73	56	62	90	79	96
CC1=C(C(=O)Nc2ccccc2)C(c2cccc(Cl)c2Cl)n2c(nc3ccccc32)N1 (stereo not drawn)	71	41	33	46	47	89	49	61
FC(F)(F)C1=NN=C(c2ccc(Cl)cc2)/C1=C/c1ccco1	97	99	85	97	88	95	82	85
O=C(CCCCC(=O)OC(CCC1CCCO1)CCC1CCCO1)OC(CCC1CCCO1)CCC1CCCO1 (stereo not drawn)	97	95	68	109	93	94	100	65
N#Cc1c(-c2ccc(Cl)cc2)nc(SCC(=O)c2ccccc2)[nH]c1=O	93	90	102	103	92	87	97	102
Cc1nc2ccc(-c3cc(C(F)(F)F)cc(C(F)(F)F)c3)cc2c(=O)n1-c1ccccc1	114	63	78	86	87	75	101	95
CSc1nc(-c2cccc(N)c2)c(C#N)c(=O)n1C	94	101	100	96	97	94	104	98
CCOC(=O)c1c(Nc2ncnc3cc(OC)c(OC)cc23)sc2c1CCCCC2	106	96	105	99	95	97	108	106
COc1ccc(C(=O)Nc2ncc(Cc3ccccc3Cl)s2)cc1	57	·	24	42	36	39	16	67
O=C(CSc1nc2ccccc2c(=O)n1CCc1ccccn1)NNS(=O)(=O)c1ccc(Cl)cc1	117	70	101	·	95	83	111	124
C=CCOC(=O)C(=O)OCC=C	139	90	109	132	102	93	·	102
CC1(C)N=C(N)NC(Nc2ccccc2)=N1	99	·	105	99	96	96	96	104
O=CNc1c(Cl)cc2c(c1Cl)Cc1cc([N+](=O)[O-])ccc1-2	·	61	38	31	49	68	29	73
CCCCc1nc(Cl)c(C2CC(c3ccc4c(c3)OCO4)=NN2c2cc(Cl)cc(Cl)c2)[nH]1 (stereo not drawn)	97	93	89	87	79	75	94	91
Cc1ccc(S(=O)(=O)NNC(=O)/C(=C\c2ccc(Cl)cc2)c2nc3ccccc3s2)cc1	99	87	92	91	81	109	86	98
CCN(CC)c1nc2sc3cc(Cl)ccc3n2c(=N)c1C#N	600	·	87	51	79	93	75	80
COc1ccc2c(c1)c(-c1nnc(N)nc1-c1cn(C)c3ccc(Br)cc13)cn2C	86	·	90	84	66	75	84	96
Cc1ccc(-n2nc(C#N)c(N3CCCC3)n2)cc1	113	91	98	91	86	93	108	109
CC1(C)Cc2nnsc2C2=C1C(=O)CCS2	114	97	90	91	112	98	112	102

(further entries)
SMILES	MALME-3M	HOP-92	A549/ATCC	EKVX	UACC-62	HOP-62	M14	UACC-257
Cc1cc(O)cc(C)c1N=O	112	110	104	113	104	96	107	104
CC(OC1CCCCO1)C1CCC2C3CCC4=CC(=O)CCC4(C)C3CCC12C (stereo not drawn)	121	68	92	89	75	98	105	74
COc1ccc(-c2cc(-c3nnc(SCC(=O)c4ccccc4)o3)c3ccccc3n2)cc1	117	100	82	83	90	92	90	94
COc1cc(/C=C/c2nnc3c4ccccc4cnn23)cc(OC)c1OC	101	81	93	·	100	105	105	95
CCOP(=O)(CCCc1cc(OC)c2c(c1OC)OCO2)OCC	100	114	97	86	98	95	100	104
O=C(N/N=C/c1c(Cl)cccc1Cl)c1ccccc1Nc1ccnc(C(F)(F)F)c1	81	71	49	·	56	67	72	60
COC(=O)c1ccc2c(c1)C(=O)N(c1ccccc1)C2=O	99	84	90	94	99	96	94	91
CCCCC(S(=O)(=O)CC)S(=O)(=O)CC	96	90	101	·	106	101	102	123
CSc1nc(N)c2cn[nH]c2n1	121	·	112	100	108	103	107	111
CCOC(=O)C(CNc1ccc(OCc2ccccc2)cc1)NC(=O)c1ccccc1 (stereo not drawn)	103	78	95	·	96	104	106	97
COc1ccc(NC(=O)NNc2ccc(-c3ccccc3)nn2)cc1	95	97	103	102	102	100	100	97
O=C(O)c1nc(-c2ccccc2)nc2c(F)cccc12	108	103	97	91	101	88	104	96
COc1ccccc1NC(=O)c1cccc(C2CC(=O)c3c(cc(OC)c(OC)c3OC)O2)c1 (stereo not drawn)	102	78	89	95	78	101	95	96
COc1cc(-c2n[nH]nc2-c2ccccn2)cc(OC)c1OC	91	86	66	95	87	98	113	·
CC(=O)c1nc2ccccc2n1CCn1cnc2nc[nH]c2c1=O	100	·	107	112	90	98	116	112
FC(F)(F)c1cccc(-c2cn3cc(Cl)sc3n2)c1	97	71	99	103	88	86	91	101
C(=N\c1nc(NCc2ccccc2)[nH]c1-c1ccccc1)/c1ccccc1	102	106	105	109	93	101	110	114
Cc1cc(C)c(O)c(N)c1	96	97	88	·	105	100	98	97
CCOC(=O)c1ccc(N(C=O)CCC(=O)CCl)cc1	45	-8.0*	12	·	13	30	-5.2*	39
CC(=O)C1=C(C)NC(NNC(N)=S)=NC1c1ccccc1 (stereo not drawn)	110	78	88	71	93	72	93	104
CCCCCOC(=O)c1c(C)[nH]c(/C=C2\N=C(c3ccc[nH]3)C=C2OC)c1C	-61*	-20*	-1.6*	13	-71*	-18*	-70*	-20*
Cc1ccc[n+](CCC[n+]2cccc(C)c2)c1	125	70	101	106	107	100	107	105
CCCC(CC)N(c1ccc(Cl)cc1)c1nc(-c2ccc([N+](=O)[O-])cc2)cs1 (stereo not drawn)	94	91	99	86	82	96	100	107
N#Cc1c(-c2ccc(Cl)cc2)cc(-c2ccc(Br)cc2)[nH]c1=O	101	71	49	78	72	89	110	86
Cc1ccc(NC(=O)c2ccco2)c(C)c1	81	85	105	102	·	93	100	102
(next part)
SMILES	MALME-3M	HOP-92	A549/ATCC	EKVX	UACC-62	HOP-62	M14	UACC-257
COC(=O)[C@@H]1CCCN1C(=O)C1=C(C)NC(=S)NC1c1cccc(O)c1 (stereo partly drawn)	109	94	102	97	88	95	100	103
COc1ccc(-c2nc3c(ncc4ccc(=O)[nH]c43)s2)cc1	94	88	56	64	88	90	75	118
Cc1c(Cc2ccccc2)c(=O)oc2c(C)c(OCC(=O)N3NC(=O)CC3=O)ccc12	109	96	95	101	94	·	105	92
O=C1CCCOc2ccccc21	102	104	109	106	102	106	105	102
N/C(=N\C(N)=N\c1nc2ccccc2s1)c1cccnc1	104	98	99	94	88	93	99	114
Cn1c(=O)c2c(nc(CCC(=O)O)n2C)n(C)c1=O	96	·	94	105	84	97	106	89
CSc1nc2ccccc2cc1/C=C1/C=C(c2ccccc2)OC1=O	97	104	100	96	90	98	94	111
O=C(NCCN1CCCCC1)n1cc(-c2ccncc2)c(-c2ccc(Cl)c(O)c2)n1	-1.6*	·	98	114	38	79	27	59
CCOC(=O)CSc1cc(Cl)c(C)cc1S(=O)(=O)Nc1nn(-c2ccc(C)cc2)c(=O)[nH]1	101	83	118	93	93	93	·	125
CCOC(=O)CCC(NC(=O)c1ccc(N)cc1)C(=O)OCC (stereo not drawn)	88	·	99	121	103	96	91	101
C/C(=N\N=C1/NC(=O)C(CC(=O)O)S1)c1nnn(-c2ccc([N+](=O)[O-])cc2)c1C (stereo not drawn)	102	71	103	102	99	96	100	103
CCN(CC)CCCC(C)NC(=O)Nc1cc(OC)cc2cccnc12 (stereo not drawn)	119	·	104	112	113	105	94	107
Nc1nc(N)c(NC(=O)CNc2ccc(C(=O)O)cc2)c(N)n1	112	·	102	·	101	107	111	103
O=C(Nc1ccc(Cl)c(C(F)(F)F)c1)Nc1ccc(-c2cccnc2)cc1N1CCC(CO)CC1	43	34	22	37	37	48	24	40
CCC(CC)CS(=O)(=O)Nc1ccc(C(=O)O)cc1	85	110	93	101	102	100	105	92
COc1ccccc1C1OCC(C)([N+](=O)[O-])CO1 (stereo not drawn)	134	100	110	109	87	106	103	114
CC1(C)N=C(N)N=C(N)N1c1ccc(S(C)(=O)=O)cc1	98	88	81	96	90	86	92	84
O=C(Nc1ccccc1)c1cc(Cl)ccc1O	40	14	34	88	34	64	51	15
Cc1ccc(S(=O)(=O)Oc2cccc([N+](=O)[O-])c2)cc1	106&130	94&46	86&105	120&115	88&88	107&93	106&91	81&98
COC(=O)[C@@H](N)CCCCNC(=O)[C@]12CCC(C)(C)C[C@H]1C1=CC[C@@H]3[C@@]4(C)CCC(=O)C(C)(C)[C@@H]4CC[C@@]3(C)[C@]1(C)CC2	97	82	98	99	88	101	98	103
CN(C)C(=O)OC(c1ccc(Cl)cc1)c1ccccn1 (stereo not drawn)	104	109	104	99	89	108	101	105
Cc1ccc(S(=O)(=O)Nc2ccccc2N=Cc2c(F)c(F)c(F)c(F)c2F)cc1	74	98	102	103	90	115	102	98
O=C(CSc1nnc(-c2ccc(-c3nc4ccccc4[nH]3)cc2)o1)Nc1ccc(C(=O)/C=C/c2ccc(Cl)cc2)cc1	95	102	100	98	87	102	·	98
O=C(/C=C/c1ccccc1)c1ccc(Nc2nc(NCCO)nc(Nc3ccc(Cl)cc3)n2)cc1	99	96	65	74	79	93	100	95
COc1cc2c3c(c1)nc(C)n3CCC2	110	95	82	95	100	91	100	·
Cc1ccc(S(=O)(=O)NCCCN2c3nc4ccccc4cc3Sc3cc4ccccc4nc32)cc1	·	69	·	72	76	98	114	99
